Screening results deposited in PubChem BioAssay by Broad Institute.
GASC1 inh: inhibitors of GASC-1 (KDM4C) histone demethylase, primary screen, biochemical, single concentration HTS; GST-KDM4C 2-372, H3K9me3 peptide, LANCE TR-FRET; inhibition, % at 12.5 µM; actives 0.15% (n = 96,000); AID 720574, 2013;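 active means mean replicate inhibition above about 25%, with at least 55% of replicates also reaching it, limit read from the data, passing the limit was not always enough; inconclusive means only one of those two conditions met; inactive means neither condition met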
Target sequence (Q9H3R0 2-372 limits assumed): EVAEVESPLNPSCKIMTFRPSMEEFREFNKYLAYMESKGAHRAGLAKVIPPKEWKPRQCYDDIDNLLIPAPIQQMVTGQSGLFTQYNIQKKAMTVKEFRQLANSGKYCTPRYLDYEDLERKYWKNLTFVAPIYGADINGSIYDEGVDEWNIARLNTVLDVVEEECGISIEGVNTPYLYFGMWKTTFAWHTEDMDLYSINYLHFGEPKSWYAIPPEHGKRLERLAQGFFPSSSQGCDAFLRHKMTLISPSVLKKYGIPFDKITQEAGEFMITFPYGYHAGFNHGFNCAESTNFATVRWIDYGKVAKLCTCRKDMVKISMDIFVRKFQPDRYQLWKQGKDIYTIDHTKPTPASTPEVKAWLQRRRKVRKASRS
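Material: GST-tagged GASC-1 (JMJD2C) catalytic fragment, aa 2-372. Input: enzyme final amount 10 nM. Medium: HEPES buffer, pH 7.5, plus ascorbate. Reagent: H3K9me3 peptide substrate, Fe(II), 2-oxoglutarate. Doses: single dose. Times: reaction 30 min RT, detection step 1 h RT. Measured by: LANCE TR-FRET. Evaluation: Fall in 671/618 emission ratio as inhibition.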
C diff HTS: C. difficile growth inhibitors, primary screen, HTS. Clostridium difficile clinical isolate growth, OD600, 24 h; stronger effect = lower value. growth activity, negative = inhibition, % at 16 µg/mL (by protocol). actives 0.25% (n = 86,000). AID 1259249, 2017;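 active means mean growth activity at or below -80% and every replicate also at or below -80%; inconclusive means mean at or below -80% but some replicate above -80%; inactive means mean growth activity above -80%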;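 further: 0% = DMSO wells and -100% = levofloxacin 16 µg/mL wells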
Tcruzi prolif: T. cruzi intracellular proliferation inhibitors, primary screen, cell-based, beta-gal Tulahuen parasites, NIH3T3 host, luminescence; T. cruzi beta-gal in NIH3T3, GalScreen luminescence, 90 h; actives 5.9% (n = 77,000); inhibition, % at 8.34 µM; AID 624255, 2012;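 active means mean inhibition above about 93%, with at least 55% of replicates each passing it, limit read from the data, passing the limit was not always enough; inconclusive means only one of those two conditions holds; inactive means neither condition holds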
Pf Dd2 growth: P. falciparum Dd2 growth inhibitors, primary screen, SYBR Green fluorescence, single dose replicates. 72 h; stronger effect = lower value. activity change, % at 10 µM. actives 2.3% (n = 94,000); in the data active means activity change below about -80%; inconclusive means no clear call, values can overlap the other calls
The depositor's hits bear a star; u = inconclusive; x = no result given; & = joins results of further samples. Rows were taken by chance; about 6.8% have a hit in one of these screens.

compound | C diff HTS | GASC1 inh | Tcruzi prolif | Pf Dd2 growth
COc1ccc(S(=O)(=O)Nc2cccc3c2O[C@H](CN(C)Cc2ccc(C(F)(F)F)cc2)[C@@H](C)CN([C@H](C)CO)C3=O)cc1 | 16 | 0.4 | 62 | -25
COc1ccc(CN(C)C[C@@H]2Oc3ccc(NS(=O)(=O)c4ccc(OC)cc4)cc3C(=O)N([C@H](C)CO)C[C@@H]2C)cc1 | 1 | 1.1 | -2 | -6
CC(C)NC(=O)Nc1ccc2c(c1)C(=O)N([C@@H](C)CO)C[C@@H](C)[C@@H](CN(C)C)OCCCC[C@H](C)O2 | 1 | -0.8 | 58 | 28
C[C@@H]1CN([C@@H](C)CO)C(=O)c2cccc(NS(=O)(=O)c3ccc(F)cc3)c2O[C@@H]1CN(C)C(=O)NC1CCCCC1 | 0 | 1.7 | 38 | -50
COc1ccc(-c2ccc([C@H]3[C@H]4CN(CC5CCOCC5)CCCCN4[C@H]3CO)cc2)cc1 | -8 | -0.3 | -2 | -22
C[C@H]1CN([C@@H](C)CO)C(=O)c2cc(NC(=O)c3ccncc3)ccc2O[C@H]1CN(C)S(=O)(=O)c1cn(C)cn1 | -9 | -0.4 | -67 | 6
COCCNC(=O)[C@@H]1[C@@H](CO)[C@@H]2Cn3c(ccc(-c4ccccc4F)c3=O)[C@@H]2N1C(=O)C1CCCC1 | 0 | 1.0 | -84 | x
CC(=O)N1[C@H](C(=O)NCc2ccccc2F)[C@@H](CO)[C@@H]2Cn3c(cccc3=O)[C@@H]21 | 2 | -0.7 | -22 | x
C[C@@H]1CN([C@H](C)CO)C(=O)CCCn2cc(nn2)CO[C@@H]1CN(C)Cc1ccncc1 | 0 | 1.3 | -5 | -3
C[C@H]1CN([C@@H](C)CO)C(=O)c2cc(NS(=O)(=O)c3cccs3)ccc2O[C@@H]1CN(C)Cc1ccc2c(c1)OCO2 | x | 0.1 | -44 | 47
CS(=O)(=O)N1[C@H](C#N)[C@H](c2ccc(C#CC3CCCC3)cc2)[C@@H]1CO | -4 | -3.3 | 99* | -24
CO[C@H]1CN(C)C(=O)c2cc(NC(=O)c3ccc(F)cc3)ccc2OC[C@H](C)N(C)C[C@@H]1C | 0 | 0.9 | -63 | x

Next section
compound | C diff HTS | GASC1 inh | Tcruzi prolif | Pf Dd2 growth
CO[C@H]1CC[C@H]2CCOc3c(C#N)cccc3C(=O)N(C)C[C@@H](C)C(=O)N(C)C[C@H]1O2 | x | 0.6 | 8 | 8
OC[C@H]1[C@H](c2ccc(Br)cc2)[C@H]2CN(Cc3ccccn3)CCCCN21 | -5 | -0.5 | 93 | -62
CC(C)NC(=O)Nc1cccc2c1O[C@H](CN(C)C(=O)Nc1ccc3c(c1)OCO3)[C@H](C)CN([C@@H](C)CO)C2=O | x | 0.5 | 39 | -83*
O=S(=O)(c1ccccc1)N1CC2(C1)[C@H](c1ccccc1)[C@@H](CO)N2CC1CC1 | 0 | -1.8 | x | 7
C[C@H](CO)N1C[C@H](C)[C@H](CN(C)C(=O)Nc2ccc(F)cc2)OCCCC[C@H](C)Oc2ccc(NC(=O)CCCN(C)C)cc2C1=O | 7 | 4.5 | 16 | -53
C[C@H](CO)N1C[C@H](C)[C@@H](CN(C)C(=O)NC2CCCC2)Oc2ncc(-c3ccccc3F)cc2C1=O | 2 | 1.7 | -14 | 12
CC(=O)N(C)C[C@H]1[C@H](c2ccc(-c3ccccc3F)cc2)[C@@H](CO)N1C(C)=O | -4 | -1.0 | -43 | 3
COCCNC(=O)C[C@H]1C[C@@H]2c3cc(NC(=O)C4CCC4)ccc3O[C@@H]2[C@H](CO)O1 | 8 | 1.0 | x | -15
COc1ccc(S(=O)(=O)N(C)C[C@H]2Oc3c(NS(=O)(=O)c4ccccc4)cccc3C(=O)N([C@@H](C)CO)C[C@@H]2C)cc1 | -9 | 2.4 | 9 | 3
Cc1ccc(S(=O)(=O)Nc2ccc3c(c2)C(=O)N([C@H](C)CO)C[C@H](C)[C@H](CN(C)C(=O)Nc2ccc(C(F)(F)F)cc2)OCCCC[C@@H](C)O3)cc1 | 3 | 1.4 | 103* | -51
CCS(=O)(=O)Nc1ccc2c(c1)C(=O)N(C)C[C@@H](OC)[C@@H](C)CN(C(=O)COC)[C@@H](C)CO2 | 0 | 0.3 | 17 | 38
O=C(C[C@H]1CC[C@@H](NC(=O)c2ccc3c(c2)OCO3)[C@H](CO)O1)NCc1ccc(Cl)cc1 | -2 | -1.6 | 35 | -1

Next part
compound | C diff HTS | GASC1 inh | Tcruzi prolif | Pf Dd2 growth
C[C@@H]1CN([C@H](C)CO)C(=O)Cc2cc(NC(=O)Nc3ccc(C(F)(F)F)cc3)ccc2O[C@H]1CN(C)S(=O)(=O)c1cccs1 | 11 | 1.7 | 54 | 9
CCC(=O)NC[C@H]1N[C@H](CO)[C@@H]1c1ccc(-c2cccnc2)cc1 | 1 | 0.4 | x | 12
C/C=C/c1ccc([C@@H]2[C@H](CO)N3C(=O)CN(C(=O)c4ccncc4)C[C@@H]23)cc1 | -2 | 0.1 | x | 5
O=C(C1CCC1)N1C[C@H]2[C@@H](c3ccccc31)[C@H](CO)N2C(=O)c1ccccc1 | -6 | 6.5 | 28 | 1
CCC(=O)N(C)C[C@@H]1Oc2ncc(C#C[C@@H](C)O)cc2C(=O)N([C@H](C)CO)C[C@@H]1C | -3 | -3.2 | -99 | 69
C[C@H]1CN([C@@H](C)CO)C(=O)Cc2cc(N(C)C)ccc2O[C@H]1CN(C)Cc1ccc2c(c1)OCO2 | 3 | 2.0 | 1 | 23
COc1cccc(-c2ccc(C3[C@H]4CNC[C@@H]3N4C(=O)Nc3ccccc3F)cc2)c1 (stereo partly drawn) | 5&-13 | -2.6&-0.6 | x | 12&26
C[C@H](CO)N1C[C@H](C)[C@@H](CN(C)C(=O)C2CCOCC2)Oc2ncc(C3=CCCC3)cc2C1=O | 1 | 15 | x | -25
C[C@@H]1CN([C@H](C)CO)S(=O)(=O)c2ccc(C#CC3CC3)cc2O[C@H]1CN(C)Cc1ccc(F)cc1 | 27 | 0.8 | x | -62
CCC(=O)N(C)C[C@H]1Oc2cc(C3=CCCCC3)ccc2S(=O)(=O)N([C@H](C)CO)C[C@H]1C | x | 0.3 | 37 | 9
CCN(C[C@H]1N[C@@H](CO)[C@@H]1c1ccc(-c2cccc(C#N)c2)cc1)C(=O)COC | 6 | -1.1 | 83 | -8
COc1ccc(CN(C)C[C@H]2Oc3c(NS(=O)(=O)c4ccc(Cl)cc4)cccc3C(=O)N([C@@H](C)CO)C[C@H]2C)cc1 | -2 | -2.3 | 29 | 2

Next section; it opens with the two that closed the last part.
compound | C diff HTS | GASC1 inh | Tcruzi prolif | Pf Dd2 growth
CCN(C[C@H]1N[C@@H](CO)[C@@H]1c1ccc(-c2cccc(C#N)c2)cc1)C(=O)COC | 6 | -1.1 | 83 | -8
COc1ccc(CN(C)C[C@H]2Oc3c(NS(=O)(=O)c4ccc(Cl)cc4)cccc3C(=O)N([C@@H](C)CO)C[C@H]2C)cc1 | -2 | -2.3 | 29 | 2
Cc1cc(C(=O)Nc2cccc3c2O[C@@H](CN(C)Cc2ccc(C(=O)Nc4ccccc4N)cc2)[C@H](C)CN([C@H](C)CO)C3=O)n(C)n1 | -3 | 16 | 98 | -92*
O=C(C[C@@H]1C=C[C@H](NC(=O)NC2CCCCC2)[C@@H](CO)O1)NCc1ccc(Cl)cc1 | 6 | -2.1 | -44 | 7
C[C@H](NC(=O)C[C@H]1C[C@@H]2c3cc(N(C)C)ccc3O[C@@H]2[C@H](CO)O1)c1ccccc1 | -8 | 13 | 45 | 20
Cc1ccccc1CN(C)C[C@@H]1OCc2cnnn2CCCC(=O)N([C@@H](C)CO)C[C@H]1C | -2&-2 | 0.8 | -18&-82 | -8&-4
C[C@@H]1CCCCO[C@H](CN(C)C(=O)c2ccncc2)[C@@H](C)CN([C@@H](C)CO)C(=O)c2cc(NC(=O)c3ccccc3)ccc2O1 | 1 | 1.1 | 83 | -30
CC(=O)N(C[C@@H]1N[C@@H](CO)[C@H]1c1ccc(-c2ccccc2)cc1)C(C)C | 0 | -0.6 | 13 | 4
C[C@@H]1CN([C@H](C)CO)C(=O)c2cc(NC(=O)Nc3cccc4ccccc34)ccc2O[C@H]1CN(C)C(=O)Nc1ccc(C(F)(F)F)cc1 | -4 | -2.0 | 77 | -13
COc1ccccc1NC(=O)N[C@@H]1CC[C@H](CCNS(=O)(=O)c2ccc(C)cc2)O[C@@H]1CO | -2 | -1.5 | x | 0
O=C(C[C@@H]1C=C[C@H](NC(=O)NC2CCCCC2)[C@H](CO)O1)NCc1ccc(Cl)cc1 | -5 | -2.1 | 17 | -3
COc1ccccc1CN1[C@H](C(=O)NCc2ccccc2)[C@@H](CO)[C@@H]2Cn3c(cccc3=O)[C@@H]21 | -3 | 1.2 | -27 | -4
COc1ccc2c3c([nH]c2c1)[C@H](CO)N(C(=O)c1ccc(F)cc1)CC31CCN(C)CC1 | -3 | -0.6 | x | 9
CO[C@@H](CN(C)Cc1ccc2c(c1)OCO2)[C@@H](C)CN(C(=O)Nc1ccc(F)cc1)[C@H](C)CO | x | 2.6 | -76 | -35

Further compounds follow:
compound | C diff HTS | GASC1 inh | Tcruzi prolif | Pf Dd2 growth
C[C@@H]1CN([C@@H](C)CO)S(=O)(=O)c2ccc(C3=CCCC3)cc2O[C@@H]1CN(C)C(=O)C1CC1 | x | -0.8 | -6 | 5
Cc1cccc(-c2ccc([C@H]3[C@@H](CO)N4CCCCN(S(=O)(=O)c5cn(C)cn5)C[C@@H]34)cc2)c1 | -9 | -2.0 | -40 | 6
C[C@H](CO)N1C[C@H](C)[C@@H](CN(C)Cc2ccc3c(c2)OCO3)OCCCC[C@H](C)Oc2ccc(NC(=O)Nc3cccc4ccccc34)cc2C1=O | x | -0.8 | u | -67
CC(C)NC(=O)N1[C@@H](CO)[C@H](c2ccccc2)[C@@H]1CN(C)C(=O)c1cccnc1 | -1 | -0.5 | 34 | 1
COCC#Cc1ccc(CC[C@H]2O[C@H]3CC[C@H](CO)O[C@H]3C[C@@H]2n2cc(C(C)(C)O)nn2)cc1 | -1 | x | x | -30
C[C@H]1CCCCO[C@@H](CN(C)C(=O)Nc2ccc3c(c2)OCO3)[C@@H](C)CN([C@@H](C)CO)C(=O)c2cc(NC(=O)Nc3ccccc3)ccc2O1 | -9 | -1.2 | 117* | -3
CCC(=O)N1CCC2(CC1)CN(Cc1cccc(Cl)c1)[C@@H](CO)c1[nH]c3cc(OC)ccc3c12 | 0 | 2.8 | x | -77
COc1ccc2c3c([nH]c2c1)[C@@H](CO)N(Cc1cccc(Cl)c1)CC31CCN(C(C)=O)CC1 | 7 | -2.2 | x | -88*
CC(C)NC(=O)N(C)C[C@@H]1OCCCC[C@H](C)Oc2ccc(NC(=O)CCC(F)(F)F)cc2C(=O)N([C@@H](C)CO)C[C@H]1C | 1 | 1.3 | -16 | -2
O=C(C[C@H]1CC[C@H](NC(=O)C2CC2)[C@H](CO)O1)NCC1CC1 | -1 | -0.2 | x | x
COc1cccc(S(=O)(=O)N(C)C[C@H]2OCc3ccccc3-c3ccccc3C(=O)N([C@@H](C)CO)C[C@H]2C)c1 | -4 | -0.2 | 54 | -31
O=C(CCN1CCCCC1)N[C@@H]1CC[C@@H](CCn2cc(-c3ccc(F)cc3)nn2)O[C@H]1CO | 6 | 0.0 | -19 | 2

Entries of single compounds as entered above.
Shown for C[C@H](CO)N1C[C@H](C)[C@@H](CN(C)Cc2ccc3c(c2)OCO3)OCCCC[C@H](C)Oc2ccc(NC(=O)Nc3cccc4ccccc34)cc2C1=O : C diff HTS = x; GASC1 inh = -0.8; Tcruzi prolif = u; Pf Dd2 growth = -67
Shown for COc1cccc(S(=O)(=O)N(C)C[C@H]2OCc3ccccc3-c3ccccc3C(=O)N([C@@H](C)CO)C[C@H]2C)c1 : C diff HTS = -4; GASC1 inh = -0.2; Tcruzi prolif = 54; Pf Dd2 growth = -31

Going on with the list:
compound | C diff HTS | GASC1 inh | Tcruzi prolif | Pf Dd2 growth
COc1cccc(CNC(=O)C[C@@H]2CC[C@@H]3[C@@H](COc4ccc(NC(=O)c5cccs5)cc4C(=O)N3C)O2)c1 | 5 | 1.3 | 9 | -21
C[C@@H]1CN([C@@H](C)CO)C(=O)c2cc(NC(=O)Nc3ccc(C(F)(F)F)cc3)ccc2O[C@H]1CN(C)C(=O)Nc1ccccc1 | 11 | -0.4 | x | -17
CO[C@H]1CN(C)C(=O)c2cc(NS(=O)(=O)CC(F)(F)F)ccc2OC[C@@H](C)N(Cc2cccnc2)C[C@H]1C | x | 1.4 | x | 25
C[C@H](CO)N1C[C@H](C)[C@H](CN(C)S(=O)(=O)c2ccc(F)cc2)Oc2ccc(NC(=O)CCCCCC(=O)Nc3ccccc3N)cc2CC1=O | -6 | 0.6 | 18 | -63
O=C(c1ccccc1F)N1CC(=O)N2[C@@H](CO)[C@H](c3ccc(C#Cc4ccc(F)cc4)cc3)[C@@H]2C1 | 1 | -1.6 | x | -28
